Screens from PubChem.
Epigenetic reg: Quantitative High-Throughput Screen for Regulators of Epigenetic Control; murine LDR cells, GFP reporter derepression, 30 h; Potency, µM (top dose mostly 53.9 µM), without a hit: at the top dose GFP activation, most hits filed as activators; actives 0.2% (n = 280,000); AID 1865, 2009; note: potency is the fitted concentration of half-maximal effect; % of control where 0% means no effect; nearly all actives have a fitted effect of over 60% in size
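In this reporter-derepression format, murine cells bearing a silenced integrated CMV-GFP locus incubate with test compound (30 h, 37 C), then are washed and imaged; fluorescent objects of 20–120 um count as induced cells.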
Tau fibril FP: qHTS for Inhibitors of Tau Fibril Formation, Fluorescence Polarization; Microtubule-associated protein tau (Homo sapiens), P10636; actives 0.39% (n = 280,000); K18 P301L tau heparin fibrillization, Alexa594 FP, 6 h; Potency, µM (doses to about 57.7 µM), inactives show at the top dose activity, negative = inhibition, actives largely listed as inhibitors; AID 1468, 2008; note: potency is the fitted concentration of half-maximal effect; % is set by controls: 0 for no effect and ±100 for the full control effect; nearly all actives have a fitted effect of over 55% in size
Target sequence (P10636 561-689 P618L limits assumed): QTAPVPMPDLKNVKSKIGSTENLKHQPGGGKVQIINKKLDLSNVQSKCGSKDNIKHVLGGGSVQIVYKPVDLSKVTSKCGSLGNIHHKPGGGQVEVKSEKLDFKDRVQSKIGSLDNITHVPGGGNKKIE
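Compound effects on tau fibrillization are measured by Alexa 594 fluorescence polarization (ex 555, em 632 nm). K18 P301L tau is used at 15 uM with 0.24 uM labeled tracer, and 20 uM heparin induces aggregation over 6 hr at 37 C.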
aGal spleen mod: qHTS Assay for Inhibitors and Activators of Human alpha-Galactosidase From Spleen Homogenate | Potency, µM (series often up to 80 µM), inactives show at the highest dose activity change, negative = inhibition, actives largely listed as inhibitors | human spleen homogenate, 4MU-alpha-Gal fluorescence, 40 min | Alpha-galactosidase A (Homo sapiens), P06280 | actives 0.008% (n = 240,000) | AID 2107, 2009;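 note: potency is the fitted concentration of half-maximal effect; 0% = enzyme with vehicle and -100% = no enzyme basal signal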
Target sequence (P06280 32-429 limits assumed): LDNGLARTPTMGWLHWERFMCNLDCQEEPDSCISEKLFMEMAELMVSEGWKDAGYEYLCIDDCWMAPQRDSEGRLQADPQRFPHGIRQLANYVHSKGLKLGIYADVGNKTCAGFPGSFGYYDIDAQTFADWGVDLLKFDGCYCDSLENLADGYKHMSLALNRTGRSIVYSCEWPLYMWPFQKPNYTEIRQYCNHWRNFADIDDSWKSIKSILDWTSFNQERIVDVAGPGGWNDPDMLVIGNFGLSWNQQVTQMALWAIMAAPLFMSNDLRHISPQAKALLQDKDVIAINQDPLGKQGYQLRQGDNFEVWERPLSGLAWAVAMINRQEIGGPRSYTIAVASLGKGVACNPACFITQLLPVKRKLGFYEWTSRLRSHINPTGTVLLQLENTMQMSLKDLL
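Spleen homogenate 1 ug + cpd (titration) + 4-MU-alpha-D-galactopyranoside 1 mM; 37C 40 min; 50 mM citrate/phosphate pH 5.0, 0.01% Tween-20; stop pH 10; fluorescence 365/440; AC50 via Hill.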
CBFb-RUNX1 inh: qHTS Assay for Compounds Blocking the Interaction Between CBF-beta and RUNX1 for the Treatment of Acute Myeloid Leukemia | AID 1477, 2009 | Potency, µM (titrated, usually from 59.8 µM), for inactives: at the top dose activity, negative = inhibition, usual class: inhibitors | 230,000 tested, under 10 active | AlphaScreen CBFb-His/RUNX1-biotin binding, biochemical; note: % of control where 0% means no effect
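Compounds were screened at multiple concentrations against a preformed CBF-beta(His)/RUNX1(biotin) complex (30 nM of each) for 15 min at room temperature, followed by 90 min with nickel and streptavidin beads and AlphaScreen reading.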
TRb SRC2 PPI: qHTS for Inhibitors of the Interaction of Thyroid Hormone Receptor and Steroid Receptor Coregulator 2; TRbeta-SRC2 peptide binding, fluorescence polarization; receptor liganded with 1 µM T3; Potency, µM (series often up to 106 µM), without a hit: at the top dose activity change, negative = inhibition, actives largely listed as inhibitors; actives 0.065% (n = 280,000);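 note: potency is the fitted concentration of half-maximal effect; plate controls were bound peptide for no effect and peptide without receptor for full effect; nearly all actives have a fitted effect of over 50% in size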
Target sequence (P10828 whole entry, looked up): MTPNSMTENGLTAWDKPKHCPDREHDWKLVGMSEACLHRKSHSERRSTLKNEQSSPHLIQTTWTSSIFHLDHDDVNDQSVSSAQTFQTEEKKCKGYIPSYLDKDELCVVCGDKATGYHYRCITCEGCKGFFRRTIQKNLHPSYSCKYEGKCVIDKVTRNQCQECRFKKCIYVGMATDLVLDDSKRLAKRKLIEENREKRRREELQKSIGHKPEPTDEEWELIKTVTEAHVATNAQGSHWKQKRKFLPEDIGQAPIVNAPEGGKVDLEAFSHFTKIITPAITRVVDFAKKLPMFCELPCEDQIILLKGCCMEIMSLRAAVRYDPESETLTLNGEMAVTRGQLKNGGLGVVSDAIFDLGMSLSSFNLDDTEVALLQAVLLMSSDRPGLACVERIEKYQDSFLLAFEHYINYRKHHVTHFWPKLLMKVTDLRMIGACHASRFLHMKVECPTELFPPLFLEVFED
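Polarization signal, normalized between peptide-alone and full complex controls, measured compound effects on T3-liganded human TRb LBD (0.6 uM) binding 20 nM Texas Red SRC2 peptide after 5 hr.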
Tau fluor counter: Counterscreen qHTS for Inhibitors of Tau Fibril Formation, Fluorescence Polarization. tau K18 P301L (four-repeat tau fragment) Alexa594 fluorescence, heparin fibrillization. Potency, µM (doses to about 57.7 µM), inactives show at the top dose activity change, negative = decrease. actives 0.93% (n = 280,000). AID 1463, 2008; note: potency is the fitted concentration of half-maximal effect; % is set by controls: 0 for no effect and ±100 for the full control effect; nearly all actives have a fitted effect of over 55% in size
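Human K18 P301L tau (15 uM unlabeled plus 0.24 uM Alexa 594-labeled, final) in 100 mM sodium acetate pH 7 was mixed with compound and 20 uM heparin and incubated 6 hr at 37 C.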
NPSR antagonist: qHTS Assay for Antagonists of the Neuropeptide S Receptor: cAMP Signal Transduction | Q6W5P4 | CHO-NPSR cells, cAMP TR-FRET, antagonist mode | Potency, µM (titrated, usually from 38.3 µM), without a hit: at the highest dose activity change, negative = inhibition, actives largely listed as inhibitors | actives 1% (n = 220,000) | AID 1461, 2008; note: potency is the fitted concentration of half-maximal effect; % is set by controls: 0 for no effect and ±100 for the full control effect; nearly all actives have a fitted effect of over 50% in size; many of its hits are not listed in these tables
TR SRC2 fluor cs: Total Fluorescence Counterscreen for Inhibitors of the Interaction of Thyroid Hormone Receptor and Steroid Receptor Coregulator 2. TRb/SRC2 Texas Red total fluorescence interference. Potency, µM (highest dose often 106 µM), for inactives: at the highest dose fluorescence change, negative = quenching. actives 0.29% (n = 280,000). AID 1479, 2009; active = well fitted curve in either direction with a large enough effect; inconclusive = small, poorly fitted or top-dose-only effect; note: potency is the fitted concentration of half-maximal effect; % is set by controls: 0 for no effect and ±100 for the full control effect
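Human TRb ligand-binding domain at 0.6 uM with 20 nM Texas Red SRC2 peptide in Tris buffer containing 1 uM T3 and 5% DMSO, incubated with compound 5 h at ambient temperature. Total fluorescence (555/632 nm) calculated as parallel + 2 × perpendicular.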
Active calls of the source: *; ? = inconclusive; . = no result given; [ ] = remark or other dose. Unless noted, calls come from the whole dose curve; as a rule, active = well fitted curve in the direction sought with a large enough effect; inconclusive = small, poorly fitted or top-dose-only effect, or another doubt; inactive = no such curve, though single readings can be large; an effect the other way counts as inactive or inconclusive.

Results follow in this order: Epigenetic reg, Tau fibril FP, aGal spleen mod, CBFb-RUNX1 inh, TRb SRC2 PPI, Tau fluor counter, NPSR antagonist, TR SRC2 fluor cs
1	O=C(CCSc1nc(-c2ccco2)cc(C(F)(F)F)n1)N1CCCc2ccccc21
  -2.1%, -1%, -7%, 0%, -25%, -27%, ?, -1%
2	COc1ccc(-c2cc(C(F)(F)F)n3nc(C(=O)Nc4c(C)n(C)n(-c5ccccc5)c4=O)cc3n2)cc1
  0.9%, 10%, 10%, 0%, 4%, 2%, 23%, -2%
3	Cc1ccc(NC(=O)CCSc2nc(C)cc(C)n2)cc1
  0.0%, 4%, 3%, 7%, -7%, -10%, 7%[46.1 µM], -5%
4	COc1ccc(S(=O)(=O)N(C)c2c(C)n(C)n(-c3ccccc3)c2=O)cc1OC
  -4.0%, -11%, -8%, 0%, 6%, -2%, -16%[46.1 µM], 3%
5	CCOC(=O)c1cccc(NS(=O)(=O)c2cc3[nH]c(=O)c(=O)[nH]c3cc2C)c1
  -0.4%, -3%, ., ., 6%, -7%, ., -11%
6	Cc1sc(NC(=O)C2CCCCC2C(=O)O)c(C(N)=O)c1-c1ccccc1 (stereo not given)
  -1.1%, -3%, 5%, 2%, 6%, 4%, -20%[46.1 µM], 0%
7	CCOc1ccc2nc(SC3CC(=O)N(c4ccccc4)C3=O)sc2c1 (stereo not given)
  0.0%, 6%, 2%, -3%, -7%, -16%, -24%[46.1 µM], -6%
8	CCCOc1ccc(OCCSc2nnc(N)s2)cc1
  -2.0%, -9%, 3%, -2%, 6%, -16%, 20%[46.1 µM], -1%
9	C#CCSc1nc(-c2ccccc2)c2cc(Cl)ccc2n1
  3.8%, ?, ., ., -5%, -18%, ., 2%
10	CCNc1sc(C(=O)OCC)c(N)c1C#N
  1.2%, 5%, 10%, -1%, 0%, -10%, 23%, -2%
11	Cc1ccc(OCC(=O)NNC(=O)c2ccoc2C)c(Br)c1
  -1.3%, 2%, 2%, -18%, 4%[53 µM], 7%, 14%, 1%[53 µM]
12	O=C(NN1C(=O)C2C3C=CC(O3)C2C1=O)c1cccc(O)c1 (stereo not given)
  0.0%, -7%, 0%, 3%, -8%, -3%, -4%[46.1 µM], -5%
13	CC1(C)Oc2ccc(C(=O)N3CCOCC3)cc2N(CC(=O)Nc2ccccc2)C1=O
  0.0%, 10%, 0%, 5%, 11%, 3%, -18%[46.1 µM], 1%
14	CCOc1ccc(C(=O)CSCC(=O)O)cc1
  -0.1%, -1%, 3%, 24%, -11%, 3%, 5%, -2%
15	CC(=O)Nc1nc(-c2ccc3c(c2)CCO3)cs1
  0.0%, 2%, 8%, -4%, -6%, -5%, 2%, -6%
16	Cc1ccccc1NC(=O)C1(NC(=O)c2cccc(N3C(=O)CSC3c3ccccc3)c2)CCCCC1 (stereo not given)
  0.1%, -15%, -1%, 6%, -4%, -14%, ?, -3%
17	CC1CCCCN1C(=S)NCc1ccco1 (stereo not given)
  1.2%, 2%, -6%, -1%, -6%, 5%, 5%, 1%
18	COc1ccc(F)cc1C(=O)C1CCCN(C(=O)CCN2CCCCO2)C1 (stereo not given)
  -1.2%, -5%, 4%, 6%, 0%, -2%, 15%, -1%
19	Cc1ccc(-c2cc(C(=O)Nc3nccs3)c3ccccc3n2)c(C)c1
  2.1%, -6%, 2%, -4%, -2%, -13%, 16%, 1%
20	COCCN1C(=O)c2[nH]nc(-c3ccccc3O)c2C1c1ccc(Cl)c(Cl)c1 (stereo not given)
  1.9%, -13%, ., ., -7%, ?, ., 8%
21	CC1CCN(C(=O)Cn2cnc3c(cnn3C(C)(C)C)c2=O)CC1
  11%, -2%, -2%, 8%, -3%, 1%, 10%, -1%
22	Nc1ccc2c(c1)nnn2-c1ccccc1
  -2.1%, 2%, 5%, 4%, -2%, 6%, -1%, -7%
23	N#Cc1c(/N=C/c2cc3ccccc3s2)sc2c1CCC2
  1.1%, -1%, 4%, 0%, -3%, -7%, -2%[46.1 µM], -1%
24	COc1cccc(OC)c1C(=O)Nc1nc(COc2ccccc2)cs1
  2.6%, -13%, -13%, 3%, -4%, -27%, -38%, -5%
25	COC(=O)C(CCSC)NC(=O)c1cc2c(n(-c3ccc(C)cc3)c1=O)CC(C)(C)CC2=O (stereo not given)
  -2.9%, 3%, ., ., 1%, -18%, ., -2%
26	O=C1/C(=C/c2ccc(O)cc2)SC(=S)N1CC1CCCO1 (stereo not given)
  6.8%, ?, 0%, 2%, -11%, 13µM*[quencher], 9%[7.67 µM], -2%
27	Cc1ccc(S(=O)(=O)Nc2cccc(-c3ccc(N4CCCCC4)nn3)c2)s1
  -1.7%, 3%, ., ., 1%, -23%, ., 3%
28	COc1cccc(CNC(=O)CSc2ccc(-c3sc(-c4ccccc4)nc3C)nn2)c1
  0.1%, -6%, ., ., -7%, ?, ., -2%
29	N#Cc1ccc(CSc2nnc(-c3cccnc3)o2)cc1
  -4.3%, 8%, -3%, 7%, 1%, -7%, -5%, -1%
30	CC(CC(=O)Nc1cc([N+](=O)[O-])ccc1Cl)c1ccccc1 (stereo not given)
  1.2%, 4%, 2%, -11%, -2%, -24%, -8%[46.1 µM], -2%
31	Cc1ccc(SCCC(=O)NCc2ccccn2)cc1
  0.1%, 11%, -3%, -1%, 2%, -2%, -17%, 3%
32	COc1ccc(C(C)C)cc1S(=O)(=O)n1cnc(C)c1
  -1.6%, 4%, 4%, 5%, -16%, -6%, -4%[46.1 µM], 1%
33	CCN1CCc2nc(NC(=O)c3ccc(S(=O)(=O)N(C)C)cc3)sc2C1
  -1.4%, -14%, -13%, 5%, -8%, -13%, -1%, -2%
34	N/C(=C\C(=O)c1cc(Cl)ccc1O)C(Cl)(Cl)Cl
  1.1%, ?, -5%, -10%, 0%, -25%, -8%[7.67 µM], -5%
35	O=C(COC(=O)c1c(Cl)ccc(Cl)c1Cl)NC(=O)NCc1ccccc1
  -5.1%, 1%, 8%, 0%, -5%, -10%, -24%, -1%
36	N#CCC(=O)N1CC2(CC(c3cccc(NC(=O)COc4ccc(Cl)cc4)c3)=NO2)C[C@@H]1C(N)=O (stereo not given in full)
  0.0%, 2%, -2%, 13%, -3%, 2%, 16%, -1%
37	Cc1ccc(S(=O)(=O)CCc2nnc(NC(=O)c3cccs3)s2)cc1
  -2.5%, 6%, -4%, 8%, -4%, 0%, 25%, -6%
38	Cc1cccc2c1-c1sc(C(=O)Nc3cccc([N+](=O)[O-])c3C)cc1CO2
  2.1%, -4%, 12%, -6%, 9%, 1%, 33%, 8%
39	CCOC(=O)N1CCC(N2Cc3cccc(C(=O)NCc4ccccn4)c3C2=O)CC1
  1.0%, -11%, 12%, 2%, 4%, -1%, 1%[46.1 µM], -1%
40	COc1ccc2[nH]c(C(=O)NCc3ccccc3)cc2c1
  -5.4%, 7%, -8%, -12%, 0%, -1%, 20%, -3%
41	Cc1ccc(C2=CC(C)(c3ccc(C)cc3)Nc3nc(C(F)(F)F)nn32)cc1 (stereo not given)
  -2.2%, -11%, -5%, 5%, -4%, -16%, -26%, 2%
42	CC(C)Cc1ccc(S(=O)(=O)N2CCOCC2)cc1
  0.0%, -4%, 12%, -2%, -6%, -14%, -14%[46.1 µM], 1%
43	NS(=O)(=O)c1ccc(CCNC(=O)CCCCCn2c(=O)[nH]c3ccccc3c2=O)cc1
  -1.3%, -13%, ., ., 1%, -2%, ., -28%
44	CCN(CC)c1ccc(C(=O)N/N=C/c2ccc(N3CCOCC3)cc2)cc1
  ?, -10%, -13%, 3%, -1%, -15%, 6%, -3%
45	CC[N+]1(C)CCC(=C2c3ccccc3CC(=O)c3sccc32)CC1 (stereo not given)
  0.6%, -3%, 1%, 3%, -9%, 2%, -4%[46.1 µM], -2%
46	Cc1cc(=O)[nH]c(SCC(=O)Nc2nnc(SCc3ccccc3)s2)n1
  4.1%, -6%, -21%, -28%, 0%, -16%, -2%, 0%
47	COc1ccc(C(=O)NNC(=O)CSc2nc3c([nH]2)c(=O)n(C)c(=O)n3C)cc1
  -6.8%, 8%, 7%, 5%, 1%, 12%, 15%, -2%
48	COc1ccc(C2(CNS(=O)(=O)c3ccc(C)cc3)CCOCC2)cc1
  4.3%, -5%, -3%, 12%, 2%, -20%, 3%, 1%
49	CCOc1ccc(-c2nonc2NC(=O)c2oc3ccc(CC)cc3c2C)cc1
  -2.5%, -19%, ., ., -4%, -22%, ., 0%
50	O=C(O)/C=C/c1cn(-c2ccccc2)nc1-c1cccc([N+](=O)[O-])c1
  -0.3%, 5%, 12%, 2%, 6%, -16%, ?, -4%
51	CCOc1ccccc1NC(=O)C1CCN(C(=O)Cc2ccccc2)CC1
  6.7%, 0%, -8%, -10%, -1%, 3%, -11%, -4%
52	COc1ccc(/C=C\c2onc(C)c2S(=O)(=O)N2CCC(C(=O)Nc3cccc(Cl)c3)CC2)cc1
  0.3%, 14µM*, ., ., -5%, -20%, ., -1%
53	Cc1cccc(N=C(N2CCOCC2)P(=O)(N2CCOCC2)N2CCOCC2)c1
  -9.5%, 10%, 10%, 12%, 0%, 11%, -9%[46.1 µM], 2%
54	COc1ccccc1NC(=O)Nc1ccc(N2CCOCC2)cc1
  -3.5%, -8%, -6%, -11%, 5%, -27%, -8%, -2%

Not all compounds are listed. The share of hits here may be higher or lower than overall.
